Assay outcomes from PubChem.
PAFAH1B3 FP inh = PAFAH1B3 enzyme inhibitors, primary screen, biochemical, fluorescence polarization, human | actives 0.28% (n = 340,000) | recombinant PAFAH1B3, FP-rhodamine probe | Platelet-activating factor acetylhydrolase IB subunit alpha1 (Homo sapiens), Q15102 | inhibition, % at 3.39 µM;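 active = inhibition above the screen-wide average of all tested compounds plus 3 SD, cut at about 25% in these data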;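 also: 0% = enzyme with DMSO only and 100% = wells lacking PAFAH1B3 protein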
Target sequence (Q15102 whole entry, looked up): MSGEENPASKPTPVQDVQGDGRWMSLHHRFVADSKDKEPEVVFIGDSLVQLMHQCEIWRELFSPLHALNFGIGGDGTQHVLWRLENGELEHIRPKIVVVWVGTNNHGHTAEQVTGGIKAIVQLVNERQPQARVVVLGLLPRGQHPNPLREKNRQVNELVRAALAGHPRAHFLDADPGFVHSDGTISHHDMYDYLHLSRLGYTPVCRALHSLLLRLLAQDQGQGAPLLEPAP
ZTA DNA inh = counter-screen for EBNA-1 inhibitors: inhibitors of Epstein-Barr virus ZTA; ZTA-DNA binding, fluorescence polarization; actives 0.15% (n = 320,000); P03206; inhibition, % at 11 µM; in the data active = inhibition above about 33%
LYPLA1 counter = LYPLA1 inhibitors, primary screen, counter-screen for PME1 inhibitor project, biochemical, fluorescence polarization, FP-Rh probe ABPP | Acyl-protein thioesterase 1 (Homo sapiens), O75608 | recombinant LYPLA1 | inhibition, % at 5.9 µM | actives 0.16% (n = 320,000);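 active = inhibition above the mean of all tested compounds plus 3 SD, set per campaign, cut at about 14% in these data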;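 also: inhibitors block serine hydrolase probe labeling of LYPLA1 so polarization falls; 0% = enzyme with DMSO and 100% = wells lacking LYPLA1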
EBNA-1 inh = EBNA-1 DNA-binding inhibitors, primary screen, biochemical, fluorescence polarization | inhibition, % at 14.8 µM | actives 0.34% (n = 300,000) | AID 1950, 2009; in the data active = inhibition above about 28%
PAFAH2 inh = PAFAH2 enzyme inhibitors, primary screen, biochemical, fluorescence polarization, human. recombinant PAFAH2, FP-rhodamine activity probe. inhibition, % at 3.39 µM. actives 0.99% (n = 340,000). Platelet-activating factor acetylhydrolase 2, cytoplasmic (Homo sapiens), Q99487. AID 492956, 2010;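 active = inhibition above the mean over all tested compounds plus 3 SD, cut at about 30% in these data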;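 also: inhibitors block probe labeling of enzyme so polarization drops; 0% = enzyme with DMSO and 100% = wells lacking PAFAH2 protein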
PREPL inhibitor = PREPL enzyme inhibitors, primary screen, biochemical, fluorescence polarization; recombinant PREPL, fluorescence polarization activity-based probe; inhibition, % at 5.96 µM; AID 2751, 2010; Prolyl endopeptidase-like (Homo sapiens), Q4J6C6; actives 0.68% (n = 320,000); in the data active = inhibition above about 43%;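 also: 0% = enzyme with DMSO and 100% = wells lacking enzyme; many of its hits are not listed in these tables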
pPAFAH inh = pPAFAH enzyme inhibitors, primary screen, biochemical, fluorescence polarization, human; Platelet-activating factor acetylhydrolase (Homo sapiens), Q13093; recombinant pPAFAH, FP-rhodamine probe fluorescence polarization; inhibition, % at 3.39 µM; actives 1.5% (n = 330,000); AID 463082, 2010;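 active = inhibition above the mean inhibition across the screen plus 3 SD, cut at about 25% in these data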;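 also: inhibitors block binding of the rhodamine activity-based probe so polarization drops; 0% = enzyme with DMSO and 100% = wells lacking pPAFAH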
Target sequence (Q13093 whole entry, looked up): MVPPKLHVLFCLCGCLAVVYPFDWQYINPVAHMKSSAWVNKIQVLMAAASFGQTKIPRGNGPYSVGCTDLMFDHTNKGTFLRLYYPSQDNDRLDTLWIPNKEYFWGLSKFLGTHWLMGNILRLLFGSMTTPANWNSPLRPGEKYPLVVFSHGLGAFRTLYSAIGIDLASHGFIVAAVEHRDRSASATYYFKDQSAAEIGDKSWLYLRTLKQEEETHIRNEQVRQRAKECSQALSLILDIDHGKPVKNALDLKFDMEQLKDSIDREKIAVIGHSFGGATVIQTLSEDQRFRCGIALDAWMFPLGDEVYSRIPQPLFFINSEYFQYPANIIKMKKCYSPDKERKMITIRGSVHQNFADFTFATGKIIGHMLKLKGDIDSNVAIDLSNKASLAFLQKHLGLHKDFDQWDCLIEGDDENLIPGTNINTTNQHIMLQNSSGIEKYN
LYPLA2 counter = LYPLA2 inhibitors, primary screen, counter-screen for PME1 inhibitor project, biochemical, fluorescence polarization, FP-Rh probe ABPP; Acyl-protein thioesterase 2 (Homo sapiens), O95372; recombinant LYPLA2; inhibition, % at 5.9 µM; actives 0.38% (n = 320,000); AID 2177, 2009;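 active = inhibition above the screen-wide mean plus 3 SD, limit set per campaign, cut at about 26% in these data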;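 also: 0% = LYPLA2 with DMSO and 100% = wells lacking LYPLA2 enzyme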
PAFAH1B2 inh = PAFAH1B2 enzyme inhibitors, primary screen, biochemical, fluorescence polarization, human | Platelet-activating factor acetylhydrolase IB subunit alpha2 (Homo sapiens), P68402 | recombinant PAFAH1B2, FP-rhodamine activity probe | inhibition, % at 3.39 µM | actives 1.2% (n = 340,000);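 active = inhibition above the mean of all tested compounds plus 3 SD, cut at about 24% in these data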;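 also: 0% = enzyme with DMSO and 100% = wells lacking PAFAH1B2; many of its hits are not listed in these tables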
Target sequence (P68402 whole entry, looked up): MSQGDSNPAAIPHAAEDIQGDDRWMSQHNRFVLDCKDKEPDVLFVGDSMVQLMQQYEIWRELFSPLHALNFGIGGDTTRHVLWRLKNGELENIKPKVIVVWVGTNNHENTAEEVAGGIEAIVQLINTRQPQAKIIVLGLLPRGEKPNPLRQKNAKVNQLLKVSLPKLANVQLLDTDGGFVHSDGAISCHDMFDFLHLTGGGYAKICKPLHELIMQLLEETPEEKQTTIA
An asterisk follows results filed as active; nt = not tested or not shown. Not all compounds are listed; rates above refer to the full screens.

Second line of a record – LYPLA2 counter | PAFAH1B2 inh | PAFAH1B3 FP inh | PREPL inhibitor | PAFAH2 inh | ZTA DNA inh | EBNA-1 inh | LYPLA1 counter | pPAFAH inh
- O=C1NC(=O)N(c2ccccc2F)C(=O)/C1=C/c1ccc(Sc2nc3ccccc3[nH]2)o1
    -35 | -24 | -27 | -38 | -8 | 13 | 2 | -26 | 15
- CCC(=Nc1ccccc1NC(C)=O)c1c(O)n(C)c(=O)n(C)c1=O
    6 | 8 | 8 | 2 | 3 | -2 | 7 | -3 | 0
- Cn1cc(C(O)CN2CCCCC2)c2ccccc21 (stereo not given)
    1 | 0 | 8 | 6 | 8 | 4 | -5 | 2 | 5
- O=c1c2ccccc2nc(/C=C/c2ccc3c(c2)OCO3)n1-c1ccccc1
    -2 | -1 | -3 | -11 | -9 | 1 | 9 | 0 | 3
- CC(C)n1c(=O)c(C=Nc2ccc(S(N)(=O)=O)cc2)c(O)n(Cc2ccco2)c1=O
    -41 | -1 | -7 | -16 | -4 | -8 | 5 | -12 | -5
- CN1CCN(c2ccc(N)c(N3CCN(C)CC3)c2)CC1
    -2 | -9 | 10 | 4 | 1 | 1 | -3 | 3 | -3
- CN1c2ccccc2Oc2ccccc21
    12 | 0 | 6 | 11 | 0 | 2 | 1 | 4 | 2
- Cc1ccc2cc3cc(C(=O)N4CCC5(CC4)OCCO5)oc3nc2c1
    -2 | 2 | 6 | 4 | 18 | 6 | 11 | 0 | 10
- CCCC[N+]12CCC(CC1)C(C(O)(c1ccccc1)c1ccccc1)C2 (stereo not given)
    -5 | -3 | -6 | 5 | -3 | -6 | -11 | -2 | 4
- COC(=O)[C@@H]1C[C@]2(C(=O)O)c3ccccc3N(OOSc3ccccc3)[C@@H]2N1C(=O)OC
    3 | 4 | 2 | 6 | 0 | -6 | -3 | -1 | 6
- C=C(C)[C@@H]1C2C(=O)O[C@H]1[C@H]1OC(=O)[C@@]34OC3C[C@]2(O)[C@@]14C (stereo not given in full)
    6 | -3 | 8 | 9 | 2 | 8 | 15 | 4 | 0
- OCC(Br)CBr (stereo not given)
    -3 | -4 | 4 | 7 | 1 | 2 | nt | -1 | -2
- CN(C)c1ccc(NC(=O)CN2C(=O)CN=C(c3ccccc3)c3cc(Cl)ccc32)cc1
    1 | 4 | 3 | 36 | -4 | 5 | 12 | 2 | 8
- COc1ccc(-n2c(CN3CCOCC3)nc3ccccc3c2=O)c(OC)c1
    -1 | 0 | 1 | 5 | 6 | -2 | -10 | 1 | -3
- FC(F)(F)c1ccc(CNCCc2c[nH]c3ccccc23)cc1
    4 | 16 | 2 | -36 | 2 | -2 | 3 | 4 | 5
- COC(=O)C1=C(N)Oc2cc(C)oc(=O)c2C12C(=O)Nc1ccccc12 (stereo not given)
    -4 | 5 | 9 | -8 | 2 | 2 | 0 | 2 | -13
- CN(C)S(=O)(=O)c1cc(NC(=O)COC(=O)Cc2ccccc2)ccc1Cl
    4 | -1 | 12 | 19 | 24 | -15 | 12 | 3 | 19
- CCN(CC)CCN=Cc1c(O)n(C2CCCCCC2)c(=O)[nH]c1=O
    -1 | 2 | 3 | 2 | 3 | 11 | 4 | -2 | 6
- Cc1ccsc1CNCCc1ccc(F)cc1
    -4 | 1 | 4 | -11 | 3 | 8 | -1 | -2 | 0
- C[C@]12CCC(=O)C[C@@H]1CC[C@@H]1[C@@H]2CC[C@]2(C)[C@@H](O)CC[C@@H]12
    nt | 5 | 4 | -1 | 1 | nt | nt | nt | 5
- CC/C(=N\Nc1ccccc1)c1c(O)n(C)c(=O)n(C)c1=O
    3 | 4 | 4 | 9 | 1 | 14 | 6 | 2 | 8
- O=C1N(c2nncs2)CCN1[N+](=O)[O-]
    1 | 5 | 8 | 2 | 4 | 7 | 2 | -1 | 3
- Oc1ccc2c3c1O[C@H]1c4[nH]c5ccccc5c4C[C@@]4(O)C(C2)N(CC2CC2)CC[C@]314
    3 | nt | nt | 16 | nt | 14 | 2 | -3 | 16
- CNS(=O)(=O)c1ccc(-c2ccc(C=C3C(=O)NC(=O)NC3=O)o2)cc1
    2 | 6 | 7 | 2 | -3 | 3 | 2 | 2 | 3
- C/C(=N\NC(=O)c1ccccc1O)c1c(O)n(Cc2ccccc2)c(=O)[nH]c1=O
    7 | 28* | 21 | 7 | 6 | -7 | -5 | -3 | 25*
- CCCc1[nH]nc2c1C1(C(=O)N(Cc3ccccc3)c3ccccc31)C(C(=O)OC)=C(N)O2 (stereo not given)
    -3 | 2 | 11 | 3 | 7 | 10 | 10 | 1 | -1
- CC(=O)OC1N=C(c2ccc(Cl)cc2)c2cc(Br)ccc2NC1=O (stereo not given)
    9 | 11 | 0 | 12 | -1 | -1 | 12 | 3 | 3
- O=C(Cc1cccc(C(F)(F)F)c1)N1CCN(CC(=O)N2CCCC2)CC1
    3 | 1 | 4 | 1 | 1 | -8 | nt | 0 | 4
- COc1cc(C(O)CN)ccc1O (stereo not given)
    3 | 5 | 1 | -4 | 0 | -4 | -3 | -1 | 0
- CC(=NCCN(C)C)c1c(O)n(Cc2ccccc2)c(=O)[nH]c1=O
    0 | 5 | 8 | -3 | -1 | 6 | -2 | 5 | 3
- COc1c(C)cc(C(=O)C2CCCN(Cc3ccccn3)C2)cc1C (stereo not given)
    -3 | 0 | 1 | -11 | -2 | -8 | 0 | 0 | -2
- O=C(O)c1ccccc1-c1ccc(C=C2C(=O)N(c3ccccc3)C(=S)N(c3ccccc3)C2=O)o1
    1 | -2 | 10 | -1 | 10 | 16 | 9 | -3 | 20
- c1ccc2c(c1)OCC(C1=NCCN1)O2 (stereo not given)
    -11 | -4 | 3 | -14 | -1 | 1 | -10 | -4 | -3
- O=P1(Oc2ccccc2)CC=C[C@H](COCc2ccccc2)O1 (stereo not given in full)
    -1 | 5 | 6 | -6 | 4 | -6 | -1 | -1 | -2
- C=CCn1c(O)c(C(C)=Nc2ccc(C(=O)O)cc2)c(=O)[nH]c1=O
    4 | 3 | 2 | 0 | 1 | 4 | -6 | 1 | -2
- C=CCn1c(O)c(C(C)=NCCN2CCCCC2)c(=O)[nH]c1=O
    10 | 1 | 10 | 17 | 11 | -17 | 6 | 5 | 6
- Cc1ccc(Cn2nnnc2CN2CCC(n3nnc4cc(C)ccc43)CC2)cc1
    27* | 9 | 7 | -5 | -12 | -7 | 11 | -1 | 9
- CC(=O)c1ccc2c(c1)C1C(Cl)C(Sc3ccccc3[N+](=O)[O-])CC1C(C(=O)O)N2 (stereo not given)
    13 | 8 | 31* | -1 | 42* | -9 | -16 | 1 | 54*
- C[N+]1(C)C2CCC1CC(OC(=O)c1ccco1)C2 (stereo not given)
    -1 | 5 | -4 | 6 | -9 | 19 | 10 | 0 | -2
- COc1c2c(cc3c1OCO3)CCN(C)C2
    1 | 1 | 3 | -1 | 2 | -16 | 1 | 0 | 2
- CCN1C[C@@]2(COC)C3[C@@H](OC)[C@H]4[C@@H]1[C@@]3(C1C[C@H]3[C@H](O)C1[C@]4(O)C[C@H]3OC)[C@@H](OC)C[C@H]2O (stereo not given in full)
    8 | 4 | -2 | 5 | 6 | -3 | -7 | 1 | -1
- COc1cc(CN2CCN(c3cc(C)ccc3C)CC2)ccc1O
    3 | 3 | -1 | -63 | -3 | -8 | 2 | -2 | -2
- Cc1cc(=O)oc2c(C)c(OCC(=O)N3CCN(Cc4ccc5c(c4)OCO5)CC3)ccc12
    17 | -2 | 4 | -12 | -1 | 16 | 4 | 4 | 6
- COc1ccccc1-n1c(O)c(/C=N/NC(=S)Nc2ccccc2)c(=O)[nH]c1=S
    -5 | nt | nt | -1 | nt | 4 | -1 | -4 | -7
- COC(=O)C1=C(c2c(C)noc2C)C[C@@H]2CC[C@H]1N2C(=O)N1CCC(O)(c2ccc(Cl)cc2)CC1
    1 | 1 | 3 | 25 | 7 | -6 | nt | -1 | 12
- CCn1c(O)c(/C(C)=N/N2CCCCC2c2cccnc2)c(=O)[nH]c1=S (stereo not given)
    -6 | 5 | 6 | 9 | -6 | -1 | 6 | 0 | 2
- N#CC(CCN1CCOCC1)(c1ccccc1)c1ccccc1
    0 | 7 | 6 | 0 | 13 | 8 | 5 | -1 | 1
- COc1ccc(C2=NCC(=S)Nc3ccc(Cl)cc32)cc1Cl
    -6 | 5 | 2 | -4 | 10 | -2 | 21 | 0 | -2
- CCC(=O)CC(c1ccc([N+](=O)[O-])cc1)c1c(O)c2ccccc2oc1=O (stereo not given)
    9 | 5 | 6 | -4 | 0 | 21 | 6 | 4 | 1
- N=c1ccccn1Cc1ccccc1
    -2 | 4 | 3 | -9 | 1 | 5 | -8 | 1 | -4

(continued)
Second line of a record – LYPLA2 counter | PAFAH1B2 inh | PAFAH1B3 FP inh | PREPL inhibitor | PAFAH2 inh | ZTA DNA inh | EBNA-1 inh | LYPLA1 counter | pPAFAH inh
- CC1=C(C(=O)OC(C)C)[C@]2(C(=O)N(CC(N)=O)c3ccccc32)C(C#N)=C(N)O1
    -1 | 3 | 1 | -4 | -4 | -7 | -1 | -1 | 6
- COc1ccc(-c2nn(CCC#N)cc2C(=O)Nc2ccc(C(C)=O)cc2)cc1[N+](=O)[O-]
    6 | 3 | 2 | 5 | -6 | 7 | 5 | -3 | -7
- O=C1CN=C(c2ccccc2Cl)c2cc(Br)ccc2N1
    3 | 9 | 2 | 0 | 3 | 11 | 0 | 0 | 3
- Cc1cccc(CN(C)C)c1OC(=O)N(C)C
    9 | 1 | 2 | 11 | -3 | -16 | 7 | 6 | -1
- CSc1ccc(CN2CCN(c3ccccc3C)CC2)cc1
    -4 | -2 | 3 | 6 | -4 | -20 | 8 | 0 | 1
- O=C(CCN1CCOCC1)Nc1ccc(Br)cc1C(=O)c1ccccc1
    1 | 3 | 3 | 17 | 9 | -18 | 4 | -2 | 2
- CC1=CC2/C=C(\C)CCC(O)C(O)/C=C/C(=O)C23C(=O)NC(CC(C)C)C3C1C (stereo not given)
    6 | 2 | 15 | 28 | 3 | -6 | -22 | 4 | 3
- CCn1c(O)c(C=Nc2ccc(N3CCOCC3)c(Br)c2)c(=O)n(CC)c1=S
    6 | 0 | -2 | 17 | 0 | -1 | -10 | -1 | 0
- O=P1(Oc2ccccc2)C[C@@H](O)[C@@H](O)[C@H](COCc2ccccc2)O1 (stereo not given in full)
    5 | 0 | 5 | 8 | 6 | -24 | 5 | -4 | 0
- CN1CCC(O)(c2ccccc2)C(C(=O)c2ccccc2)C1 (stereo not given)
    -3 | 1 | 4 | -3 | 1 | 12 | 11 | 0 | -4
- CC(=NCc1cccnc1)c1c(O)n(Cc2ccccc2)c(=O)[nH]c1=O
    1 | 5 | 11 | -1 | -3 | -5 | -1 | 0 | 3

A different layout for 2 compounds above.
mol	LYPLA2 counter	PAFAH1B2 inh	PAFAH1B3 FP inh	PREPL inhibitor	PAFAH2 inh	ZTA DNA inh	EBNA-1 inh	LYPLA1 counter	pPAFAH inh
CSc1ccc(CN2CCN(c3ccccc3C)CC2)cc1	-4	-2	3	6	-4	-20	8	0	1
O=C1CN=C(c2ccccc2Cl)c2cc(Br)ccc2N1	3	9	2	0	3	11	0	0	3
